Anesthetic bind: qHTS Assay for Identification of Novel General Anesthetics | Ferritin light chain (Equus caballus), P02791 | apoferritin/1-aminoanthracene competitive binding, fluorescence | Potency, µM (titrated, usually from 77.5 µM), for the others: at the top dose activity change, negative = displacement, actives largely listed as inhibitors | 350,000 compounds, 0.074% hits | AID 485281, 2010; note: potency is the fitted concentration of half-maximal effect; % is set by controls: 0 for no effect and ±100 for the full control effect; nearly all actives have a fitted effect of over 20% in size
Target sequence (P02791 2-175 limits assumed): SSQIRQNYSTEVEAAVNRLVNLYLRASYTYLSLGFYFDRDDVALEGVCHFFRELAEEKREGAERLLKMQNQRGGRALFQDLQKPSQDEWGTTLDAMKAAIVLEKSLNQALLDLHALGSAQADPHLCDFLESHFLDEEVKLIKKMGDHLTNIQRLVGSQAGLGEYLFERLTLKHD
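Concentration-response curves derived by four-parameter Hill fitting of normalized fluorescence, where compounds displaced 1-AMA from 10 uM horse apoferritin following a brief 10 min room-temperature incubation; propofol titration acted as positive control.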
Pol kappa inh: qHTS for Inhibitors of Polymerase Kappa | purified Pol kappa, fluorescent DNA synthesis assay, 10 min | Potency, µM (top dose mostly 107 µM), for inactives: at the top dose activity, negative = inhibition, actives largely listed as inhibitors | 400,000 compounds, 0.53% hits; note: potency is the fitted concentration of half-maximal effect; % is set by controls: 0 for no effect and ±100 for the full control effect
Target sequence (Q9UBT6 whole entry, looked up): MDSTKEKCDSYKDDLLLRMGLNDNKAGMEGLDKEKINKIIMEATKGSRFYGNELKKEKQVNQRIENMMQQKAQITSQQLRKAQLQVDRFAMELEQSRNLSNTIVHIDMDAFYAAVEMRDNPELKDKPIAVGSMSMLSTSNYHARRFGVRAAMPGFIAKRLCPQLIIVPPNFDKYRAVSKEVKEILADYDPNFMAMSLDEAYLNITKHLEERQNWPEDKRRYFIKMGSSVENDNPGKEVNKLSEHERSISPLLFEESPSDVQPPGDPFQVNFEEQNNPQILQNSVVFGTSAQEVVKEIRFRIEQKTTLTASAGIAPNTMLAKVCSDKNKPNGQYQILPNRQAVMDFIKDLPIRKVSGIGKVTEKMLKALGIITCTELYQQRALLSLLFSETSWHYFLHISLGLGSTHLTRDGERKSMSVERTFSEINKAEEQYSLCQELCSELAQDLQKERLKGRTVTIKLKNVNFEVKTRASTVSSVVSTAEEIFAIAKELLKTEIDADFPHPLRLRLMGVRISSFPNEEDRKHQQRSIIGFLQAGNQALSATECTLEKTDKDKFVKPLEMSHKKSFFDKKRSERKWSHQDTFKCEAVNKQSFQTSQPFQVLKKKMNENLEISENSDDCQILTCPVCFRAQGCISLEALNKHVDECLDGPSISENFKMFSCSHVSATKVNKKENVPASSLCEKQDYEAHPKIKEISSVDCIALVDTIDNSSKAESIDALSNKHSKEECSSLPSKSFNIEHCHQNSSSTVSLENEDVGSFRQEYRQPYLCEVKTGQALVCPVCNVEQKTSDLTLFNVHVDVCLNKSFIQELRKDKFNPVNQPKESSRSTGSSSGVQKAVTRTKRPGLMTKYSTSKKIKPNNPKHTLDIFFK
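Activity was followed as the change in fluorescence between reads at 0 and 10 min after starting the reaction with 50 nM substrate. Beforehand, 10 nM polymerase had been preincubated with compound for 15 min at room temperature.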
LDHA inh: qHTS assay for inhibitors of human lactate dehydrogenase; 480,000 compounds, 0.15% hits; activity change, % (values are at about 110 or 230 µM); L-lactate dehydrogenase A chain (Homo sapiens), P00338; purified LDHA, NADH/diaphorase-resazurin fluorescence; hits give low values; in the data active = activity change below about -30%; inconclusive = mostly about -25% to -30%;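 note: plate controls were DMSO wells for no effect and wells without enzyme for full effect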
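Human LDH5 at 2 nM final in Tris HCl pH 7.4 with 0.06 mM NADH and 0.2 mM pyruvate, reacted 5 minutes at room temperature. Remaining NADH coupled via diaphorase/resazurin; resorufin fluorescence read at 0 and 20 minutes, normalized to enzyme-free and DMSO wells.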
APEX1 inh: qHTS Assay for Inhibitors of the Human Apurinic/apyrimidinic Endonuclease 1 (APE1); recombinant APE1, TAMRA/BHQ-2 abasic DNA cleavage fluorescence; Potency, µM (doses to about 65.8 µM), for the others: top-dose activity change, negative = inhibition, hits mostly inhibitors; 350,000 compounds, 0.35% hits;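 note: potency is the fitted concentration of half-maximal effect; plate controls were vehicle for no effect and reference inhibitor for full effect; nearly all actives have a fitted effect of over 55% in size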
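Compound pre-exposure to 0.75 nM APE1, 15 min at ambient temperature. Reaction initiated with 50 nM TAMRA/BHQ-2 THF substrate, read immediately in kinetic mode, 525 nm excitation, 598 nm emission.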
Glioma ERSR ind: qHTS for Inducers of the Endoplasmic Reticulum Stress Response (ERSR) in Human Glioma: qHTS. U87-MG GRP78 promoter luciferase reporter, 16 h. Potency, µM, without a hit: at the highest dose activation, hits mostly activators. 420,000 compounds, 0.02% hits; note: potency is the fitted concentration of half-maximal effect; series mostly up to about 76 µM; % of control where 0% means no effect; nearly all actives have a fitted effect of over 35% in size
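ERSR induction read as luciferase luminescence (Bright-Glo, 10 min at room temperature) in stably transfected human U87-MG glioma cells exposed to compounds for 16 h, using GRP78 as sensor.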
POLH inh: qHTS for Inhibitors of Polymerase Eta; Potency, µM (titrated, usually from 114 µM), without a hit: at the highest dose activity change, negative = inhibition, hits mostly inhibitors; 390,000 compounds, 1.2% hits; recombinant Pol eta, fluorescent DNA replication assay; note: potency is the fitted concentration of half-maximal effect; % is set by controls: 0 for no effect and ±100 for the full control effect
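Pol eta at 10 nM preincubated with compounds 15 min at room temperature; reaction started with fluorescent substrate (50 nM final) and read kinetically at 0 and 10 min.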
POLB inh: qHTS Assay for Inhibitors of DNA Polymerase Beta; P06746; Pol beta primer extension/strand displacement, fluorescence kinetic; Potency, µM (highest dose often 114 µM), inactives show top-dose activity change, negative = inhibition, actives largely listed as inhibitors; 340,000 compounds, 1.3% hits; note: potency is the fitted concentration of half-maximal effect; % is set by controls: 0 for no effect and ±100 for the full control effect
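Homogeneous kinetic assay of primer extension and strand displacement by 10 nM Pol beta, preincubated 15 min at room temperature with compound before 50 nM substrate (final) was added. Read at 0 and 10 min; four-parameter Hill fit.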
BLM helicase inh: qHTS Assay for Inhibitors of Bloom's syndrome helicase (BLM); RecQ-like DNA helicase BLM (Homo sapiens), P54132; recombinant BLM DNA unwinding, fluorescence dequenching; Potency, µM (highest dose often 56.1 µM), for the others: at the highest dose activity change, negative = inhibition, most hits filed as inhibitors; 350,000 compounds, 0.2% hits; AID 2528, 2010;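 note: potency is the fitted concentration of half-maximal effect; plate controls were vehicle for no effect and no enzyme for full effect; nearly all actives have a fitted effect of over 35% in size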
POLI inh: qHTS for Inhibitors of Polymerase Iota. AID 588590, 2011. 390,000 compounds, 1% hits. Pol iota fluorescent replication assay, 10 min. Potency, µM (doses to about 115 µM), without a hit: top-dose activity, negative = inhibition, hits mostly inhibitors; note: potency is the fitted concentration of half-maximal effect
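Fluorescent replication assay read twice, at 0 min and 10 min after adding 50 nM (final) substrate. Enzyme (10 nM) and compounds were first incubated 15 min at room temperature; enzyme-free buffer wells were negative controls.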
The depositor's hits bear a star; ? = inconclusive; . = no result given; [ ] = remark or other dose. Unless noted, calls come from the whole dose curve; as a rule, active = well fitted curve in the direction sought with a large enough effect; inconclusive = small, poorly fitted or top-dose-only effect, or another doubt; inactive = no such curve, though single readings can be large; an effect the other way counts as inactive or inconclusive. Not all compounds are listed; count on the stated rates, not on these rows.

SMILES	Anesthetic bind	Pol kappa inh	LDHA inh	APEX1 inh	Glioma ERSR ind	POLH inh	POLB inh	BLM helicase inh	POLI inh
CC1=C(C(=O)Nc2ccc(C)cc2C)C(c2ccc(O)cc2)n2nc(SCC(=O)c3ccc(C)cc3)nc2N1 (configuration not stated)	-17%	-5%[60.1 µM]	-5	.	-1%	1%	14%	-1%	10%
CCN(CC(=O)Nc1ccc(NC(C)=O)cc1)C(=O)c1ccccc1SCc1c(C)noc1C	.	-3%	-6	-10%	-5%	-1%	.	.	29%
CC1CCN(CCCn2c(=S)[nH]c3ccccc3c2=O)CC1	-3%	4%	-6	16%	-8%	-6%	6%	-12%	1%
Cc1ccnc2nc(C(=O)NC3CCCc4ccccc43)nn12 (configuration not stated)	-3%	-13%	-5	?	-3%	-4%	21%	-7%	157%[activator]
CCOC(=O)C1CCN(C(=O)COc2ccc(Cl)cc2C)CC1	-13%	3%	-2	4%	-12%	-22%	0%	-2%	25%
O=C(Cn1ccc(NC(=O)OCc2ccccc2)nc1=O)NCc1ccc2c(c1)OCO2	.	-17%	-17	8%	-2%	-3%	.	.	-4%
CCOC(=O)c1ccc(NC(=O)CN2C(=O)CSC2=O)cc1	-9%	-12%	-7	-4%	4%	-9%	-8%	-4%	6%
CC1CCN(C(=O)c2ccc(S(=O)(=O)NCc3ccco3)cc2)CC1	0%	-2%	-4	-12%[12.4 µM]	-2%	-22%	15%	1%	79%[activator]
Cc1nn(CC(=O)Nc2cccnc2)c(C)c1[N+](=O)[O-]	1%	-2%	-2	2%	-3%	-9%	21%	4%	-12%
CCOc1ccc(OCC(=O)NCCS(=O)(=O)N2CCN(c3cccc(Cl)c3)CC2)cc1	-8%	-17%[60.1 µM]	-10	.	-1%	2%	0%	1%	-2%
COc1cc(/C=C/C(=O)O)ccc1OCc1ccc([N+](=O)[O-])cc1	-4%	-9%	-6	-10%	-1%	3%	10%	-1%	0%
COc1ccc(N2CCN(C(=O)COc3ccc4ccccc4c3)CC2)cc1	-4%	-6%	5	2%	-4%	5%	8%	-1%	8%

3 entries from above, sorted by their value in Glioma ERSR ind, ascending:
SMILES	Glioma ERSR ind
CCOC(=O)C1CCN(C(=O)COc2ccc(Cl)cc2C)CC1	-12%
COc1ccc(N2CCN(C(=O)COc3ccc4ccccc4c3)CC2)cc1	-4%
Cc1nn(CC(=O)Nc2cccnc2)c(C)c1[N+](=O)[O-]	-3%

Next results follow.
SMILES	Anesthetic bind	Pol kappa inh	LDHA inh	APEX1 inh	Glioma ERSR ind	POLH inh	POLB inh	BLM helicase inh	POLI inh
COC(=O)[C@H](CC(C)C)NC(=O)Nc1ccc(S(N)(=O)=O)cc1	-1%	-12%	-15	4%	3%	-19%	11%	1%	2%
Cc1nc2ccccc2cc1O	189%[activator]	-8%	0	-1%	-2%	-11%	10%	-2%	0%
Cc1cc(NC(=O)c2ccc(F)cc2)n(-c2ccccc2)n1	-3%	-9%	-6	10%	1%	-5%	32%	-2%	-35%
COc1ccc(NC(=O)CN(C)C(=O)CN2C(=O)NC3(CCCCC3)C2=O)cc1	.	-9%	-5	6%	-6%	-9%	.	.	1%
CCOC(=O)C1=C(C)N=C2SCCC(=O)N2C1c1ccc(OC)cc1 (configuration not stated)	-14%	.	.	9%	.	.	-11%	-3%	.
O=C1CCC(C(=O)Nc2ccc([N+](=O)[O-])cc2)N1 (configuration not stated)	.	-24%	-1	17%	-2%	?	.	.	15%
CC(=O)OCC(=O)[C@H]1CC[C@H]2[C@@H]3CC=C4C[C@@H](O)CC[C@]4(C)[C@H]3CC[C@]12C	-4%	4%	-3	5%	-4%	-14%	-1%	-1%	23%
Cc1ccc(C(=O)OCC(=O)N2C(C)CCCC2C)cc1S(=O)(=O)N1CCCCC1 (configuration not stated)	.	-7%	-3	1%	-4%	-2%	.	.	13%
O=C(Nc1cccc(O)c1)c1ccc(C(F)(F)F)cc1	-4%	-7%	2	-7%	7%	?	2%	-6%	0%
Cc1ccc(C(=O)COC(=O)c2cccs2)cc1	-4%	-6%	-11	-2%	5%	0%	6%	3%	11%
COCCn1c(C)cc(O)c(C(c2cccc(F)c2)N2CCN(c3ccccc3)CC2)c1=O (configuration not stated)	1%	-5%[60.1 µM]	-7	.	-2%	-10%	33%[activator]	-1%	6%
COC(=O)CN1C(=O)[C@@H]2[C@H](C1=O)[C@@H]1CC(C(=O)OC)=C[C@@H](C(=O)OC)C3C1=C(C(=O)[C@]3(C)NC(=O)c1ccccc1)[C@@H]2C (some centres not stated)	-1%	-4%	.	-2%	-5%	.	.	4%	10%
Cc1cc(C)n(C(=O)CNC(=O)CCc2ccccc2)n1	-12%	-26%	-10	5%	-5%	-6%	9%	3%	27%
CC1=C(C(N)=O)C(c2ccc(C)cc2)n2nc(SCc3ccccc3F)nc2N1 (configuration not stated)	-6%	3%	-4	.	0%	4%	0%	1%	-6%
CCOC(=O)C1=CN(C)CCC1=O	.	-5%	-1	.	-4%	0%	.	.	5%
CC(C)(C)OC(=O)N1CCC(c2c(C(=O)N3CCCCC3)cnn2-c2ccccc2Cl)CC1	-12%	-3%	-2	.	-1%	-15%	6%	1%	40%[activator]
Cc1cc(C(=O)NCCN2C(=O)S/C(=C\c3cccs3)C2=O)ccc1[N+](=O)[O-]	3%	-3%[60.1 µM]	-4	2%	-1%	-20%	-30%	1%	?
CCNC(=S)Nc1cccc([N+](=O)[O-])c1	-13%	.	.	6%	.	.	0%	-1%	.
CCN(CC)CCCNc1cc(C)nc2cc(-c3cccs3)nn12	-10%	-6%	-3	3%	-4%	2%	-9%	-7%	4%
O=C(c1cc(C(F)(F)F)cc(C(F)(F)F)c1)N1CCC2(CCN(Cc3nccs3)CC2)CC1	.	-17%[60.1 µM]	.	3%	-3%	.	.	-3%	.
CCOc1ccccc1-n1nnnc1SCC(=O)N1CCCC1=O	.	5%	1	18%	-3%	-9%	.	.	-12%
COc1ccc(Nc2nc(N)nc(CSC(=S)N3CCC(C)CC3)n2)cc1	-8%	4%	-8	6%	4%	-7%	-27%	-10%	15%
Cc1cc(F)ccc1NC(=O)C1CCCN(C(=O)c2cnn(-c3ccccc3)c2-n2cccc2)C1 (configuration not stated)	-6%	-13%	-4	.	-2%	-9%	12%	-16%	20%
COc1ccc(N(C(=O)Cn2nnc3ccccc32)C2(C(=O)NC3CCCC3)CCCCC2)cc1	-16%	-1%[60.1 µM]	-5	0%	-2%	7%	25%	-3%	21%
CC(C)(C)n1nnnc1C(c1cccnc1)N1CCN(c2cccc(C(F)(F)F)c2)CC1 (configuration not stated)	-18%	-1%	3	-5%	-9%	-23%	-23%	-11%	-8%
O=C(CN1CCN(Cc2ccccc2Cl)C1=O)NC1CCCCCC1	-18%	-5%	-2	2%	-1%	-10%	1%	-1%	-13%
C[n+]1cc[nH]c1SCC(=O)c1ccccc1	?	1%	0	0%	-6%	-19%	23%	-1%	-16%
Cc1c(CC(=O)NCCCCCC(=O)O)c(=O)oc2c(C)c3oc4c(c3cc12)CCCC4	-4%	10%	2	-36%	-1%	?	0%	-5%	-7%
Cc1cc2ncc(S(=O)(=O)C(C)(C)C)c(N)n2n1	2%	-1%	-9	0%	-1%	-8%	29%	-1%	-23%
O=C1CN(C(=O)/C=C/c2ccccc2F)c2ccccc2N1	-11%	-21%	-5	0%	7%	-18%	7%	1%	28%
COc1cccc(CNC(=O)[C@H](CCSC)NC(=O)N2CCn3c2nc2ccccc23)c1	0%	-6%	-12	14%	3%	-23%	-8%	-3%	25%
O=C(COC(=O)c1ccccc1C(=O)N1CCN(c2ccccc2)CC1)NCc1ccccc1	-14%	-12%	-9	1%	-5%	-15%	6%	-2%	151%[activator]
O=C(CN1C(=O)S/C(=C\c2ccccc2F)C1=O)NC1C=CS(=O)(=O)C1 (configuration not stated)	-3%	-14%	-1	49%[activator]	-4%	-3%	?	-10%	?
COc1ccc(C(O)(c2ccccc2)C(C(=O)O)c2ccccc2)cc1 (configuration not stated)	.	-5%	-1	.	2%	-17%	.	.	17%
Cc1ccccc1OCC(=O)NC(=S)Nc1ccc(N2CCCC2)cc1	-10%	-11%	-5	-1%	-6%	-2%	18%	-3%	34%[activator]
Cn1c(Nc2ccc(F)cc2)nc2ccccc21	4%	-4%	0	5%	6%	-17%	-1%	-2%	24%
CC(CN1CCOCC1)OC(=O)c1ccc2c(c1)OCCO2 (configuration not stated)	-11%	4%	-3	4%	-8%	-12%	-1%	0%	-13%
Cc1ccc(OCC(=O)Nc2ccccc2C(=O)NC2CC2)cc1	.	-5%	-2	15%	-2%	-6%	.	.	16%
CC(C)NC(=O)c1c2c(nc3ccccc13)CCCC2	3%	-7%	-7	-4%	0%	-16%	-8%	-6%	25%
O=C1N[C@@H](Cc2c[nH]c3ccccc23)COC(=O)[C@H](Cc2ccc(F)cc2)C/C=C\C[C@@H]1CC(=O)N(CCO)Cc1ccccc1	.	-11%	-4	-7%	-1%	-23%	.	.	17%
CCOC(=O)c1cc(OC(=O)c2ccc(Cl)cc2)n(-c2ccccc2)n1	6%	0%	3	.	-2%	-10%	-1%	-1%	?
Cc1csc(NC(=O)c2ccc(Br)s2)n1	-16%	2%	3	-1%	-2%	-6%	1%	0%	22%
COc1ccc(N2CCN(S(=O)(=O)c3cc(-c4cc(C)no4)ccc3C(C)C)CC2)cc1	8%	-2%	-2	-17%	-3%	2%	-3%	-10%	23%
COc1ccc(C(=O)C2CCCN(C(=O)c3ccc4cc[nH]c4c3)C2)c(C)c1 (configuration not stated)	-20%	0%	-1	-5%	-1%	-16%	23%	-5%	28%

Compound activity deposited in PubChem BioAssay by National Center for Advancing Translational Sciences (NCATS).
